Source: PubChem (National Center for Advancing Translational Sciences (NCATS))
TRHR ag = agonists of human TRH receptor | TRHR cells, calcium flux fluo-8, FDSS agonist mode | activation, % at 2 µM | hit rate 0.18% among 360,000 | AID 493084; further: 0% is about no effect
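Steps: seed TRHR cells overnight; add fluo-8 no-wash Ca dye, RT 30 min–1.5 h; record 10 s baseline; pin-transfer compounds; monitor fluorescence 1 cycle/s for the agonist window. Calcium increases flag candidate agonists.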
D2 agonist = agonists of human D2 dopamine receptor | P14416 | HEK293 T-REx D2 cells, calcium flux agonist mode | activation, % at 2 µM | hit rate 0.53% among 340,000 | AID 485358;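 active means activation over 3 SD above normal in the single-dose calcium agonist read, cut at about 30% in these data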; further: 0% is about no effect
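Tetracycline-induced HEK293 Trex cells with D2 receptor force-coupled to calcium signaling, plated overnight at 30 C and loaded with no-wash calcium dye. Calcium flux read kinetically for 180 s after compound addition; responses flag agonists.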
D1 potentiator = enhances dopamine response at the human D1 receptor. HEK293 TREx D1 cells, calcium flux, dopamine EC20 potentiation. potentiation, % at 10 µM. hit rate 0.036% among 360,000. AID 504651; in the data active means potentiation above about 30%; further: 0% is about no effect
D1 ag = human D1 receptor agonism; P21728; hit rate 1% among 360,000; activation, % at 2 µM; HEK293 T-REx D1 cells, calcium flux, agonist mode; further: 0% is about no effect
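Agonism was scored from calcium flux recorded over 180 s (1 read/s) after pintool compound addition, following a 10-cycle baseline. Cells were inducible force-coupled HEK293 TREx D1, plated overnight at 30 C and loaded with no-wash calcium dye.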
D2 PAM = positive allosteric modulators of human D2 dopamine receptor | HEK293 T-REx D2, calcium flux, EC20 dopamine potentiation | P14416 | hit rate 0.34% among 340,000 | potentiation, % at 10 µM | AID 485347;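 active means potentiation over 3 SD above the plate norm, cut at about 30% in these data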; further: 0% is about no effect
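Tetracycline-induced HEK293 T-REx cells force-coupled to calcium signalling expressed D2; compounds were pin-added after a 10 s baseline, read kinetically 180 s, then an EC20 dopamine challenge followed with a further 180 s calcium read.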
RXFP1 antag = blocks the human relaxin receptor RXFP1; Q9HBX9; hit rate 0.59% among 350,000; HEK293-RXFP1, relaxin-stimulated cAMP HTRF, 30 min; active compounds read low; activity change, negative = inhibition, % at 57.5 µM; AID 1259400;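 active means activity change of -60% or lower, but not beyond a set lower limit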; further: on the % scale 0 is the no-effect control and ±100 the full control effect
Target sequence (Q9HBX9 whole entry, looked up): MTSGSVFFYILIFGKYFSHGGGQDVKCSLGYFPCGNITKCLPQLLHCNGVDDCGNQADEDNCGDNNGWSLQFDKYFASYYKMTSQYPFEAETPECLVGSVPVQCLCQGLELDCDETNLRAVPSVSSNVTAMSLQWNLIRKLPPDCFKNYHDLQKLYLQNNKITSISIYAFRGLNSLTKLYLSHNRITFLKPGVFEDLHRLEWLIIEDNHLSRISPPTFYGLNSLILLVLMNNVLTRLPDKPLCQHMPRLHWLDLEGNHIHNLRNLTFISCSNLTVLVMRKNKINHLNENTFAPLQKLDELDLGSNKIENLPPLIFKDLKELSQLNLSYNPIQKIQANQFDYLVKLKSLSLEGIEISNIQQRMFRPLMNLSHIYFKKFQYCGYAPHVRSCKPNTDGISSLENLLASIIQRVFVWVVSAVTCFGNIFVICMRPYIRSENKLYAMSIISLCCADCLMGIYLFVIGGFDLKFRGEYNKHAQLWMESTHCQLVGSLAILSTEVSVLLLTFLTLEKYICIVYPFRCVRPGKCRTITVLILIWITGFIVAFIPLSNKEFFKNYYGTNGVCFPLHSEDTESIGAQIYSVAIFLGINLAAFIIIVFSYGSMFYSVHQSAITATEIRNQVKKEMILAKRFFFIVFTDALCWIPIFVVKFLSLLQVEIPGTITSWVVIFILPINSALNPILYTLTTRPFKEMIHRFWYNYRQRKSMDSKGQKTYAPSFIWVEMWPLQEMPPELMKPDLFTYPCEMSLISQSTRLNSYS
TRHR enhancer = allosterically enhances the human TRH receptor | enhancement, % at 2 µM | hit rate 0.66% among 360,000 | P34981 | TRHR cells, fluo-8 calcium fluorescence, EC20 TRH enhancement; in the data active means enhancement above about 30%; further: 0% is about no effect
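Enhancer read-out: after compound pinning and an initial kinetic agonist-mode read, an EC20 of TRH (10 nM final) was injected and fluo-8 calcium signal (Ex 480/Em 530) followed at 1 s/cycle for 100 cycles in TRHR-expressing cells.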
D2 antagonist = antagonizes the human D2 dopamine receptor; HEK293 TREx D2 cells, calcium flux, dopamine EC80; inhibition, % at 10 µM; hit rate 2% among 340,000; AID 485344; in the data active means inhibition above about 30%; further: 0% is about no effect
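Inhibition of EC80 dopamine-driven calcium flux, recorded kinetically, defines activity here; cells are a tetracycline-induced HEK293 T-REx line expressing force-coupled D2.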
D1 antagonist = blocks dopamine activation of the human D1 receptor | P21728 | HEK293 TREx D1 cells, calcium flux, dopamine EC80; active compounds read low | AID 504652 | hit rate 3.2% among 360,000 | activity change, negative = inhibition, % at 10 µM; in the data active means activity change below about -30%; further: on the % scale 0 is the no-effect control and ±100 the full control effect
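Inducible Hek293 Trex D1 cells (tetracycline, overnight, 30 C). Calcium dye 30–90 min RT. Antagonist mode: EC80 dopamine added after 180 s compound read.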
An asterisk follows results filed as active; . = no result given; & = joins results of further samples. Unless noted, no stated cut-off is given here; in the data, active means activation above about 30%; inactive means the rest.

SMILES	TRHR ag	D2 agonist	D1 potentiator	D1 ag	D2 PAM	RXFP1 antag	TRHR enhancer	D2 antagonist	D1 antagonist
CCn1c(SCC(=O)c2ccc(Br)cc2)nnc1C(C)NC(=O)Cc1ccc(OC)cc1 (stereo not drawn)	0.7	0.0	4	1	-3	1	8	-6	2
CC1=C(C(=O)Nc2cccnc2)C(c2ccccc2)n2nc(SCc3ccccc3F)nc2N1 (stereo not drawn)	-0.3	-0.4	0	15	16	.	-1	.	-6
COCCCN(C(=O)Nc1ccccc1)C(C)c1ccncc1 (stereo not drawn)	0.9	0.4	3	1	6	.	4	-7	-10
O=c1[nH]nc2c3ccccc3cnn12	0.9	-1.7	-2	0	6	-14	9	2	-3
CCCc1cc(=O)[nH]c(SCC(=O)C(C)(C)C)n1	0.3	-0.3	-1	3	-3	16	-9	9	4
CCOc1ccc(NC(=O)C(=O)NCCc2sc(-c3ccc(C)cc3)nc2C)cc1	-0.1	1.2	-4	1	-4	.	0	.	0
COc1ccc(S(=O)(=O)N2CCCCCC2)cc1C(=O)Nc1cc(C)ccn1	0.6	0.1	-5	-1	4	2	21	-17	-5
O=C(Cc1cccs1)NCc1ccncc1	-0.1	-0.6	1	1	3	5	0	58*	1
CC(Cl)C(=O)Nc1c2c(nn1-c1ccccc1)CSC2 (stereo not drawn)	-0.1	0.5	-3	4	-4	10	0	-3	1
Cc1cc(-c2ccccc2)nc(N2CCC(C(=O)NCc3ccccc3Cl)CC2)n1	-0.1	-0.6	-9	-2	0	.	2	7	11
CC(C)c1ccc2oc(-c3ccc(NC(=O)c4ncn[nH]4)cc3)nc2c1	0.5	0.0	1	7	.	-28	6	-8	8
Cc1cc(NC(=O)Nc2cccc3ccccc23)no1	0.8&0.7	1.2&0.0	-2&-9	4&1	-9&25	-4	4&1	-3&-7	8&5
OC(CSc1ccccc1Cl)CN1CCN(c2ccc(F)cc2)CC1 (stereo not drawn)	0.5	3.7	-7	3	-19	-1	9	29	-8
Cc1cc(C)cc(C(=O)OCC(=O)N2CCCC2)c1	0.9	0.0	4	-1	-20	-1	-7	-17	3
Cc1cc(=O)[nH]c(-c2cccs2)n1	-0.2	0.0	4	2	11	-4	4	8	10
Cc1ccc(S(=O)(=O)N2CCOCC2)cc1NC(=O)CN1C(=O)CN(C)C1=O	0.4	1.3	-6	1	1	-2	-1	-12	5
O=C(O)c1ccccc1-c1ccccc1C(=O)NNc1ccccc1	-0.3	37*	-3	3	-5	.	5	-28	-8
Cc1ccccc1C(=O)Nc1ccc(C(=O)N/N=C/c2ccncc2)cc1	0.0	.	-2	1	.	5	-3	.	-10
CCOC(=O)c1c(-c2ccc(F)cc2)csc1/N=C/N(C)C	-0.4	0.9	-11	-1	-6	-18	2	-6	-20
COC(=O)c1c(NC(=O)c2ccccc2F)sc(C(=O)N2CCOCC2)c1C	0.1	.	-7	3	1	6	0	.	7
CCCCOc1ccc(N2CC(C(=O)NCc3ccco3)CC2=O)cc1 (stereo not drawn)	-0.2	0.2	4	0	5	-5	-6	7	2
Cc1nc(SCC(=O)c2ccc(F)cc2)n[nH]1	-0.7	-3.5	-1	4	8	2	-8	1	-2
Cc1ccc(S(=O)(=O)N2CCC3(CC2)OCCO3)c(C)c1	-0.1	0.3	2	5	-4	-5	-2	-2	3
CC1(C)Cc2cccc(OCC(=O)OCC(=O)Nc3ccccc3)c2O1	-0.5	-0.3	2	3	14	-17	-3	-16	4
O=C(NCCc1ccc(Cl)cc1)C1CCN(S(=O)(=O)c2ccc3[nH]ccc3c2)CC1	-0.2	-0.5	0	6	-9	-16	-5	.	-5
CCN(Cc1ccc2c(c1)OCO2)C(=O)/C=C/c1cccc(Br)c1	-0.3	-0.7	-7	8	-2	-20	0	-6	-5
CC(C)c1cc(C(=O)OCC(=O)N2CCN(C(=O)c3ccco3)CC2)c(O)c(C(C)C)c1	-1.1	-1.7	-2	3	1	-28	1	7	5
Cn1c(=O)c(C(=O)c2ccccc2)nc2ccccc21	-0.1	1.0	-7	1	3	-9	0	-9	10
O=C(CSc1cn(CC(=O)N2CCCCCC2)c2ccccc12)Nc1ccccc1F	-1.1	-0.3	-6	7	-7	-36	-7	.	-12
CCS(=O)(=O)N1CCc2cc(C(=O)Nc3cccc(C(C)=O)c3)ccc21	-0.4	.	1	-1	-15	.	-7	.	8
COc1ccc(CNC(=S)Nc2cc(C)ccc2C)cc1	-0.7	-1.9	-2	1	0	-4	16	-6	-11
Cn1cc(CCNC(=O)CCc2nnc(CCCCc3ccccc3)o2)cn1	0.6	0.5	3	0	-7	-8	-7	-6	11
CS(=O)(=O)N(CC(=O)Nc1ccc(F)cc1F)C1CCCCC1	0.3	0.8	1	-1	12	1	-5	6	7
O=C(O)c1ccc2oc(=O)c(S(=O)(=O)c3ccccc3)cc2c1	1.4	-0.6	4	5	-5	-2	-1	1	17
c1ccc2c(c1)CCN(c1ncnc3nc[nH]c13)C2	0.5	1.7	1	2	-5	.	3	-8	0
COc1ccc(-c2cc(-c3ccccc3)nc(SCC(=O)Nc3ncc(C)s3)c2C#N)cc1	5.1	2.6	-10	16	3	.	0	8	5
CCN(CC)C(=O)CSc1nnc(-c2cccnc2)n1CCc1ccccc1	0.9	0.3	-3	2	5	-8	-1	-6	-8
CC1=C(C(=O)Nc2cccc(C(F)(F)F)c2)C2(CCCCCC2)OC1=O	-1.2	-2.3	-4	32*	.	-35	6	.	-27
Cc1ccc(CN(C)C(=O)C2CCC(=O)N(CCc3ccccc3)C2)o1 (stereo not drawn)	0.6	0.1	-4	-1	-7	-4	-11	-3	-10
Cc1ccc(-c2nn(-c3ccccc3)cc2/C=C2\SC(=S)N(CCCCCC(=O)O)C2=O)o1	-1.9	-1.9	3	45*	15	3	-2	-11	0

Ordered by count of non-hydrogen atoms (lowest first): some entries from above.
SMILES	TRHR ag	D2 agonist	D1 potentiator	D1 ag	D2 PAM	RXFP1 antag	TRHR enhancer	D2 antagonist	D1 antagonist
Cc1nc(SCC(=O)c2ccc(F)cc2)n[nH]1	-0.7	-3.5	-1	4	8	2	-8	1	-2
c1ccc2c(c1)CCN(c1ncnc3nc[nH]c13)C2	0.5	1.7	1	2	-5	.	3	-8	0
Cn1c(=O)c(C(=O)c2ccccc2)nc2ccccc21	-0.1	1.0	-7	1	3	-9	0	-9	10
Cc1ccc(S(=O)(=O)N2CCC3(CC2)OCCO3)c(C)c1	-0.1	0.3	2	5	-4	-5	-2	-2	3
O=C(O)c1ccc2oc(=O)c(S(=O)(=O)c3ccccc3)cc2c1	1.4	-0.6	4	5	-5	-2	-1	1	17
CCN(Cc1ccc2c(c1)OCO2)C(=O)/C=C/c1cccc(Br)c1	-0.3	-0.7	-7	8	-2	-20	0	-6	-5
CCS(=O)(=O)N1CCc2cc(C(=O)Nc3cccc(C(C)=O)c3)ccc21	-0.4	.	1	-1	-15	.	-7	.	8
Cn1cc(CCNC(=O)CCc2nnc(CCCCc3ccccc3)o2)cn1	0.6	0.5	3	0	-7	-8	-7	-6	11
O=C(NCCc1ccc(Cl)cc1)C1CCN(S(=O)(=O)c2ccc3[nH]ccc3c2)CC1	-0.2	-0.5	0	6	-9	-16	-5	.	-5
O=C(CSc1cn(CC(=O)N2CCCCCC2)c2ccccc12)Nc1ccccc1F	-1.1	-0.3	-6	7	-7	-36	-7	.	-12
CC(C)c1cc(C(=O)OCC(=O)N2CCN(C(=O)c3ccco3)CC2)c(O)c(C(C)C)c1	-1.1	-1.7	-2	3	1	-28	1	7	5
Cc1ccc(-c2nn(-c3ccccc3)cc2/C=C2\SC(=S)N(CCCCCC(=O)O)C2=O)o1	-1.9	-1.9	3	45*	15	3	-2	-11	0

(cont.)
SMILES	TRHR ag	D2 agonist	D1 potentiator	D1 ag	D2 PAM	RXFP1 antag	TRHR enhancer	D2 antagonist	D1 antagonist
CC(=O)c1cn(C)c(=O)c2ccccc12	-1.1	-1.7	-7	1	10	0	4	14	1
CN(Cc1cccs1)S(=O)(=O)c1cccs1	-1.7	0.1	-5	4	-12	3	-11	12	-8
C/C(N)=C(/C#N)C(=O)COC(=O)Cc1coc2ccc3ccccc3c12	0.2	-1.3	-7	13	-4	-16	-4	3	-3
Cc1ccsc1/C=N/NC(=O)c1nnn(-c2nonc2N)c1-c1ccccc1	0.1	0.7	0	0	-8	-8	5	-10	30
CCCCOC(=O)C(C)Oc1ccc(=O)n(-c2ccccc2)n1 (stereo not drawn)	0.2	-1.4	-3	2	-4	8	-5	6	-15
COc1cccc(CN(C)CC(=O)NCc2ccc(F)cc2)c1OC	-0.3	1.1	-2	0	-5	7	-2	-6	5
CC(C)(C)NC(=O)C(OC(=O)Cn1nnc(-c2ccc(F)cc2)n1)c1ccncc1 (stereo not drawn)	-2.1	-0.1	-4	1	-7	-5	-5	-16	-14
CC(=O)Nc1ccc(NC(=O)c2cccc(S(=O)(=O)N(C)C3CCCCC3)c2)cc1	0.0	0.4	-7	1	-24	-16	-8	28	-2
COc1ccc(C2C=C(c3ccccc3)Nc3nc(NC(=O)/C=C/c4ccccc4)nn32)cc1 (stereo not drawn)	-0.3	-1.2	-1	1	8	-10	2	.	10
Cc1cc(=O)[nH]c(Nc2cccc(Cl)c2C)n1	-0.2	0.4	8	1	-18	-9	9	-4	-18
O=C(OCc1c(-c2ccccc2)ncc2ccccc12)c1ccc(Br)cc1	0.3	0.3	-2	-1	10	.	4	21	.
C=CC(=O)Nc1sc2c(c1C(N)=O)CCCC2	0.1	0.9	-5	-1	3	.	0	-3	-24
CC(C)(C)C1CCC(=O)N(CCOc2ccccc2)CC1 (stereo not drawn)	-0.3	0.7	-6	2	5	.	0	5	-3
COC(=O)[C@H](C)NC(=O)NC1CCN(Cc2ccccc2)CC1	0.6	0.1	3	1	-11	-9	-1	50*	.
COc1ccc(O[C@H]2C=C[C@@H](c3ccccc3)O[C@@H]2COC(=O)CC/C(C)=N/O[C@@H](C)CN2CCCCc3nc(C)c(C)cc32)cc1	0.5	0.4	-5	4	-1	.	-3	3	-4
O=C1OCc2cccc([N+](=O)[O-])c21	0.2	-9.2	1	4	9	7	-11	10	-6
Cc1ccnc2nc(C(=O)NC3CCCc4ccccc43)nn12 (stereo not drawn)	-0.5	-0.3	-1	3	6	-30	1	3	-52*
CCC(C)n1nnc2c(=O)oc3ccccc3c21 (stereo not drawn)	-0.1	0.9	-1	0	12	-7	-2	-9	22

2 entries from above, as a markdown table:
| SMILES | TRHR ag | D2 agonist | D1 potentiator | D1 ag | D2 PAM | RXFP1 antag | TRHR enhancer | D2 antagonist | D1 antagonist |
| --- | --- | --- | --- | --- | --- | --- | --- | --- | --- |
| COc1cccc(CN(C)CC(=O)NCc2ccc(F)cc2)c1OC | -0.3 | 1.1 | -2 | 0 | -5 | 7 | -2 | -6 | 5 |
| O=C1OCc2cccc([N+](=O)[O-])c21 | 0.2 | -9.2 | 1 | 4 | 9 | 7 | -11 | 10 | -6 |
